# aSyn 5UTR inh – MLPCN primary screen, SNCA 5' untranslated region; alpha-synuclein 5'UTR reporter, inhibitor activity; inhibition, % (tested at 7.5 µM); 300,000 tested, 0.82% active; AID 1813, 2009; in the data active = inhibition above about 60%;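 also: H4 neuroglioblastoma cells stably carrying SNCA 5'UTR luciferase fusion; 0% = DMSO wells and 100% = positive control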
# IEC-6 tox – cytotoxicity in IEC-6 intestinal epithelial cells, primary screen, cytotoxicity control for KLF5 inhibitor project, cell-based, luminescence | IEC-6 cytotoxicity, luminescence viability | inhibition, % at 5 µM | 290,000 tested, 0.78% active; in the data active = inhibition above about 22%;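 also: 0% = plate median of test compound wells and 100% = cytotoxic reference compound wells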
# HSP90 refold inh – HSP90 inhibitors, primary screen, cell lysate, luminescence. AID 1789, 2009. 290,000 tested, 0.91% active. Rabbit reticulocyte lysate, luciferase refolding luminescence, 3 h. inhibition, % at 5.6 µM;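 active = inhibition above the screen-wide mean plus 3 SD, computed separately per campaign, cut at about 16% in these data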;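 also: 0% = DMSO wells and 100% = 60 µM geldanamycin wells; inhibitors lower the luminescence because luciferase stays unfolded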
# GSK3B inh – human GSK3beta kinase inhibitors, primary screen, biochemical, cell-free homogeneous, HTS; Glycogen synthase kinase-3 beta (Homo sapiens), P49841; GST-GSK3beta kinase, ADP-Glo luminescence, 60 min; stronger effect = lower value; activity score (negative = inhibition), % at 10 µM; 300,000 tested, 0.038% active;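 active = more than half of replicate wells score below -50%, meaning over 50% inhibition versus plate controls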;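 also: 0% = median DMSO wells and -100% = median GW8510 positive control wells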
#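 Test system: GST-fused GSK3beta enzyme, cell-free | Quantity: 1.6 ng GST-GSK3beta enzyme per well | Reagent: 25 µM ATP with peptide substrate | Schedule: 60 min enzyme reaction, room temperature | Signal: Luminescent ADP-Glo measurement of ADP formed | Read-out basis: Score relative to plate controls | Control set: DMSO and 20 µM GW8510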
# GSK3 alpha inh – blockers of GSK3A enzyme activity – biochemical, luminescence, cell-free homogeneous, HTS, primary screen; Glycogen synthase kinase-3 alpha (Homo sapiens), P49840; GSK-3 alpha kinase, ADP-Glo luminescence, 60 min; inhibition, % at 10 µM; 320,000 tested, 0.1% active; AID 2650, 2010;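 in the data active = inhibition above about 50%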;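 also: GST-tagged GSK-3 alpha with peptide substrate and 25 µM ATP; 0% = DMSO neutral wells and 100% = GW8510 positive control wells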
# Target sequence (P49840 whole entry, looked up): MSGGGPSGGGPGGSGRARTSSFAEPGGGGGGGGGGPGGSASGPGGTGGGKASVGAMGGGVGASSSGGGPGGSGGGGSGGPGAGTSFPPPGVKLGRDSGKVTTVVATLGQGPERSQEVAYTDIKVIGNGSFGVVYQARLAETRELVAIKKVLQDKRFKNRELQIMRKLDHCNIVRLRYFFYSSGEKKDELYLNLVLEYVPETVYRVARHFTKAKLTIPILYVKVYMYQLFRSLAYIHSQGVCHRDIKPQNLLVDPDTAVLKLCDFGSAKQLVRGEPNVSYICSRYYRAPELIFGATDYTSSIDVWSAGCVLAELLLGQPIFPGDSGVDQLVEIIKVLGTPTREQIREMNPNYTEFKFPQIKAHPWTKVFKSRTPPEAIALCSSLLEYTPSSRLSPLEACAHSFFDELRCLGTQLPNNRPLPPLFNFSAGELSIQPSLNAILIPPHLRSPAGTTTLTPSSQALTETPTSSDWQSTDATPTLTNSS
# HSF-1 act – HSF-1 activators, primary screen, NIH3T3-HGL cells, MG132 stress, luminescence, single point; AID 504408, 2011; activation, % at 9 µM; NIH3T3-HGL HSF-1 luciferase reporter, 8 h; 100% = twice DMSO control signal; 300,000 tested, 1.7% active;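 active = mean replicate activation of at least 50% with a set share of replicates each reaching 50%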;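 also: 0% = median of the neutral control wells and 100% = twice that signal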
# Platelet DG rel – inhibitors of platelet dense granule secretion, primary screen, cell-based, MLPCN, human platelets. 300,000 tested, 0.22% active. human platelet-rich plasma, SFLLRN dense granule ATP release, luminescence. inhibition, %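 (compounds screened at 7.5 µM in platelet-rich plasma)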;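 active = mean replicate score, as percent of positive control, at or above 50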
# HSF1 inhib – HSF1 inhibitors in luciferase reporter cells, primary screen, cell-based, NIH3T3, luminescence. NIH3T3-HGL HSE-luciferase, MG132-induced, luminescence 8 h; stronger effect = lower value. activity change, negative = inhibition, % at 7.5 µM (by protocol). 300,000 tested, 0.77% active. AID 2098, 2009;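 active = more than half of replicate wells show activity change below -50%, luminescence cut by over half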;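 also: luciferase reports HSF-1 transcriptional activity via heat shock element; 0% = median of DMSO wells and -100% = zero luminescence signal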
# KLF5 inh – KLF5 expression inhibitors, primary screen, DLD-1 cells, luminescence | DLD-1 KLF5 promoter-luciferase reporter | inhibition, % at 5 µM | 290,000 tested, 0.23% active | AID 1700, 2009;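 active = inhibition above a per-plate limit of that plate's mean compound inhibition plus 3 SD, cut at about 60% in these data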;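 also: 0% = DMSO wells and 100% = LY294002 at 200 µM; higher means less KLF5 promoter-driven luciferase light; inactives centre near -14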
# DYRK1A inh – rat Dyrk1A kinase inhibitors, primary screen, biochemical, single point, plate reader; Dual specificity tyrosine-phosphorylation-regulated kinase 1A (Rattus norvegicus), Q63470; ADP-Glo luminescence, NFATc1 peptide; inhibition, % at 12.5 µM; 310,000 tested, 0.43% active; in the data active = inhibition above about 50%;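 also: plate controls were vehicle with enzyme for no effect and no enzyme for full effect; many of its hits are not listed in these tables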
# * hit, by the source's call; nt = no result given. An excerpt; count on the stated rates, not on these rows.
smiles | aSyn 5UTR inh | IEC-6 tox | HSP90 refold inh | GSK3B inh | GSK3 alpha inh | HSF-1 act | Platelet DG rel | HSF1 inhib | KLF5 inh | DYRK1A inh
CCc1nnc(NC(=O)CSc2nnc(CNc3ccc(Cl)cc3)o2)s1 | 6 | -8 | 1 | 2 | -3 | 7 | 2 | 2 | -3 | -10
COCCNC(=O)COC(=O)c1cccnc1SC | 7 | -2 | 3 | 0 | 0 | -4 | 5 | 0 | -5 | 3
CN(C)CCNC(=O)COc1cccc2c1OC(C)(C)C2 | 11 | 0 | 0 | -1 | -2 | -9 | 4 | -2 | -8 | 2
CCOc1ccc(C(=O)N(C)C2CCS(=O)(=O)C2)cc1 (centres undefined) | 21 | 3 | -1 | 2 | 2 | 2 | -1 | -3 | 14 | -2
CCC(C)(C)NC(=S)Nc1ccccc1C | 7 | -2 | 7 | -2 | -3 | 4 | -1 | 0 | 16 | 15
CS(=O)(=O)c1sc(C(=O)NC(=O)Nc2cccc(C(F)(F)F)c2)c2c1C=CCC2 | -12 | -2 | -2 | 1 | 2 | 20 | -12 | 5 | -18 | 2
Nc1nnc(-c2cccc([N+](=O)[O-])c2)s1 | -4 | -4 | 0 | -6 | 1 | -1 | 2 | -5 | 10 | 10
CC(=O)Nc1ccc(NS(=O)(=O)c2ccc(C)cc2)cc1[N+](=O)[O-] | -7 | 10 | 2 | 1 | 3 | 7 | 23 | -9 | 2 | 1
COC(=O)CSC(=S)N1C(C)CCCC1C (centres undefined) | 11 | -3 | 2 | -2 | 0 | -6 | 0 | -2 | -9 | 11
CN(C)c1ccc(NC(=O)/C=C/c2c(Cl)cccc2Cl)cc1 | -80 | 1 | 1 | -4 | -1 | 32 | 3 | 21 | -32 | 2
CC1(c2ccc(Cl)cc2Cl)OCC(Cn2ccnc2)O1 (centres undefined) | 17 | 2 | -1 | -2 | -1 | -14 | -6 | -5 | -17 | -4
O=C1CC(c2ccc(O)c(O)c2)Oc2cc(O)cc(O)c21 (centres undefined) | -2 | nt | nt | -6 | 13 | 15 | 5 | 9 | nt | 47

# New compounds follow
# The line under a structure holds: aSyn 5UTR inh, IEC-6 tox, HSP90 refold inh, GSK3B inh, GSK3 alpha inh, HSF-1 act, Platelet DG rel, HSF1 inhib, KLF5 inh, DYRK1A inh
c1ccc(CN(Cc2ccccc2)c2c3c(nc4ncnn24)CCC3)cc1
    1, -4, 5, -1, -1, -2, -2, -7, -7, nt
CCN(CC(=O)Nc1c(F)cccc1F)C(=O)CN1C(=O)c2ccccc2C1=O
    6, nt, nt, 0, -3, 3, nt, 0, nt, -2
Cc1ccc(/C=C/c2nc3ccccc3[nH]2)o1
    -36, -5, -1, 1, 0, 10, 29, -1, -3, nt
CCOc1ccc(NC(=O)c2cc3c(C)nc4ccccc4c3o2)cc1
    -14, 2, -3, 2, -2, -1, 0, -4, -3, 2
CCn1c(COc2cccc3cccnc23)nnc1SCC(=O)O
    -3, -9, -2, 2, -3, -10, 23, -5, -11, -4
Cc1cc(C(=O)NCc2ccco2)c2ccccc2n1
    2, 6, 1, 0, 11, -6, -7, -6, -4, 0
Cc1ccc(-c2c(C(=O)NC(C)C)oc(=O)c3ccccc23)cc1
    10, -6, -2, -3, nt, 3, 6, 1, -16, 2
CSc1ccccc1OCc1cc(C(=O)N2CCc3c(Cl)cccc3C2)no1
    -8, 6, 6, -1, 2, 37, -3, 7, -35, nt
CCOc1ccc2nc(N(CCCN(C)C)C(=O)c3ccc(S(=O)(=O)N4CCCC4)cc3)sc2c1
    8, 0, 5, -1, 1, -39, -6, -39, -29, -1
N/C(Cc1cccc2ccccc12)=N\OC(=O)c1cccs1
    -1, 2, -6, 1, -1, 18, 7, 14, -5, -1
CCOc1ccsc1C(=O)OC
    -4, -3, 3, 0, -1, 11, 4, -4, -22, 4
COc1ccc(Cl)cc1NC(=O)N1CCN(c2ccccc2OC)CC1
    -5, 2, 0, 3, 1, -7, 12, -8, -29, -7
CN(C)CCCNC(=O)CC(c1ccc(F)cc1)c1ccco1 (centres undefined)
    -4, -3, 5, 0, -1, -4, -2, -6, 11, 2
CCC(NS(=O)(=O)c1ccc(OC)cc1)C(=O)O (centres undefined)
    -32, 0, 2, -8, 0, -19, 0, -3, -40, 4

# 13 successive records out of the list so far, for reference:
# The line under a structure holds: aSyn 5UTR inh, IEC-6 tox, HSP90 refold inh, GSK3B inh, GSK3 alpha inh, HSF-1 act, Platelet DG rel, HSF1 inhib, KLF5 inh, DYRK1A inh
CC1(c2ccc(Cl)cc2Cl)OCC(Cn2ccnc2)O1 (centres undefined)
    17, 2, -1, -2, -1, -14, -6, -5, -17, -4
O=C1CC(c2ccc(O)c(O)c2)Oc2cc(O)cc(O)c21 (centres undefined)
    -2, nt, nt, -6, 13, 15, 5, 9, nt, 47
c1ccc(CN(Cc2ccccc2)c2c3c(nc4ncnn24)CCC3)cc1
    1, -4, 5, -1, -1, -2, -2, -7, -7, nt
CCN(CC(=O)Nc1c(F)cccc1F)C(=O)CN1C(=O)c2ccccc2C1=O
    6, nt, nt, 0, -3, 3, nt, 0, nt, -2
Cc1ccc(/C=C/c2nc3ccccc3[nH]2)o1
    -36, -5, -1, 1, 0, 10, 29, -1, -3, nt
CCOc1ccc(NC(=O)c2cc3c(C)nc4ccccc4c3o2)cc1
    -14, 2, -3, 2, -2, -1, 0, -4, -3, 2
CCn1c(COc2cccc3cccnc23)nnc1SCC(=O)O
    -3, -9, -2, 2, -3, -10, 23, -5, -11, -4
Cc1cc(C(=O)NCc2ccco2)c2ccccc2n1
    2, 6, 1, 0, 11, -6, -7, -6, -4, 0
Cc1ccc(-c2c(C(=O)NC(C)C)oc(=O)c3ccccc23)cc1
    10, -6, -2, -3, nt, 3, 6, 1, -16, 2
CSc1ccccc1OCc1cc(C(=O)N2CCc3c(Cl)cccc3C2)no1
    -8, 6, 6, -1, 2, 37, -3, 7, -35, nt
CCOc1ccc2nc(N(CCCN(C)C)C(=O)c3ccc(S(=O)(=O)N4CCCC4)cc3)sc2c1
    8, 0, 5, -1, 1, -39, -6, -39, -29, -1
N/C(Cc1cccc2ccccc12)=N\OC(=O)c1cccs1
    -1, 2, -6, 1, -1, 18, 7, 14, -5, -1
CCOc1ccsc1C(=O)OC
    -4, -3, 3, 0, -1, 11, 4, -4, -22, 4

# Bioassay records deposited in PubChem BioAssay by several laboratories.
